Mito fusion yeast – blocks mitochondrial division or promotes mitochondrial fusion | AID 485298 | 0.23% of 320,000 active | S. cerevisiae fusion-defective mutant growth rescue, CellTiterGlo 48 h | Potency, µM (highest dose often 46.1 µM), without a hit: top-dose growth rescue (activation), hits mostly activators;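 note: potency is the fitted concentration of half-maximal effect; % of control where 0% means no effect; nearly all actives have a fitted effect of over 45% in size; temperature-sensitive fusion mutants such as fzo1-1 at 37 °C on non-fermentable ethanol glycerol medium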
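Read-out: ATP-based luminescence (CellTiterGlo, 10 min ambient) reporting growth of fusion-defective ts yeast after 48 hours at 37C on glycerol/ethanol YPEG medium in the presence of compound.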
VP16 counter – counter-screen for ROR gamma inhibitors: Gal4-VP16 reporter; Drosophila S2 Gal4-VP16 UAS-luciferase, luminescence, 20 h; Potency, µM (titrated, usually from 53.6 µM), for inactives: at the top dose activity, negative = inhibition, hits mostly inhibitors; 3.5% of 310,000 active; AID 2546;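 note: Gal4-VP16 expression switched on by copper sulfate through the metallothionein promoter; potency is the fitted concentration of half-maximal effect; % is set by controls: 0 for no effect and ±100 for the full control effect; nearly all actives have a fitted effect of over 50% in size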
Menin MLL FP TR – inhibitors of human menin-MLL interaction, mutant MLL peptide | 0.23% of 270,000 active | O00255 | AID 1768 | Menin + Texas Red MLL mutant peptide, fluorescence polarization | Potency, µM (titrated, usually from 61.6 µM), for the others: at the highest dose FP activity change, negative = inhibition, most hits filed as inhibitors; active = well fitted inhibition curve with a large enough effect in the polarisation, with a control signal flat, not every such curve was filed as active; inconclusive = small, poorly fitted or top-dose-only effect, or effect the other way, or a change in a side signal; inactive = no such curve, though single readings can be large or run the other way; the % refers to the polarisation; note: potency is the fitted concentration of half-maximal effect; % of control where 0% means no effect; many of its hits are not listed in these tables
Target sequence (O00255 whole entry, looked up): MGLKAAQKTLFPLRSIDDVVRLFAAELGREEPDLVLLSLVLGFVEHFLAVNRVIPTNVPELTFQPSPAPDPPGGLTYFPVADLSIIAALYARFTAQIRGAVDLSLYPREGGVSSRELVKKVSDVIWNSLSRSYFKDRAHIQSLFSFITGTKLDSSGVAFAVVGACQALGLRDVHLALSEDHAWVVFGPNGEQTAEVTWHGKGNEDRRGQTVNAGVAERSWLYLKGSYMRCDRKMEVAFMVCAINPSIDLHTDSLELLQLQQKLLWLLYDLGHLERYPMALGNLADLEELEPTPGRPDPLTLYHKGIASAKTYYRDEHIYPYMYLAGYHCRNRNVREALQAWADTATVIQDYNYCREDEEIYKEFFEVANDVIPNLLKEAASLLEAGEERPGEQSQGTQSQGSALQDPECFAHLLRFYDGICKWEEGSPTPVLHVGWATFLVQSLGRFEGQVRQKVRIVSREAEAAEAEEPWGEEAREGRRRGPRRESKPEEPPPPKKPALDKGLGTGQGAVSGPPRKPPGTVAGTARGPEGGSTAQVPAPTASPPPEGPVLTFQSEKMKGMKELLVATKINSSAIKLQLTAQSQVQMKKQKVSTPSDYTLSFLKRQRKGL
NPC1 promoter act – activators of NPC1 promoter; Huh7 NPC1 promoter luciferase reporter, 24 h; Potency, µM (top dose mostly 9.22 µM), for the others: at the highest dose activation, actives largely listed as activators; 2.4% of 320,000 active;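 note: potency is the fitted concentration of half-maximal effect; % of control where 0% means no effect; nearly all actives have a fitted effect of over 60% in size; reporter is driven by a mutant NPC1 promoter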
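NPC1 promoter–luciferase Huh7 cells; 24 h compound; luminescence.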
PKM2 act – activators of human pyruvate kinase M2; purified PKM2, Kinase-Glo ATP luminescence, activation; response scale: 0% is enzyme alone, no compound; Potency, µM (top dose mostly 57.5 µM), without a hit: at the top dose activation, hits mostly activators; 0.34% of 260,000 active; AID 1631; note: potency is the fitted concentration of half-maximal effect; % is set by controls: 0 for no effect and ±100 for the full control effect; nearly all actives have a fitted effect of over 55% in size
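hPK-M2, >95% pure; 0.1 mM ADP / 0.5 mM PEP final; imidazole pH7.2 buffer w/ 7 mM MgCl2, 50 mM KCl; 1 h RT; Kinase-Glo lum. Intermediate enzyme activity for dual inhibitor/activator qHTS.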
Rab9 promoter act – activates the Rab9 promoter | Huh7 Rab9 promoter-luciferase reporter, luminescence, 24 h | Potency, µM (top dose mostly 9.22 µM), inactives show at the top dose activation, negative = inhibition, most hits filed as activators | 2.8% of 320,000 active; note: potency is the fitted concentration of half-maximal effect; % of control where 0% means no effect; nearly all actives have a fitted effect of over 60% in size
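Huh7 reporter line, Rab9 promoter upstream of luciferase. Compound exposure 24 h at 37 °C in reduced-serum medium with 10% FBS. Read-out: luminescence.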
FLuc modulator – inhibits or activates purified firefly luciferase, miR-21 counter-screen | 6.9% of 360,000 active | Potency, µM (titrated, usually from 57.5 µM), for inactives: top-dose activity change, negative = inhibition, actives largely listed as inhibitors | purified FLuc, Km substrates, luminescence inhibition | P08659;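 note: potency is the fitted concentration of half-maximal effect; plate controls were vehicle for no effect and reference inhibitor for full effect; nearly all actives have a fitted effect of over 55% in size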
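Purified P. pyralis luciferase (10nM final) with 10uM D-luciferin and 10uM ATP (Km levels) in 50mM Tris acetate pH 7.5, 10mM Mg acetate, 0.01% Tween-20, 0.05% BSA; qHTS 6-point titration, ~60 µM downward; luminescence read.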
RORgamma inh – inhibitors of mouse ROR gamma transcriptional activity. Potency, µM (titrated, usually from 53.6 µM), for the others: top-dose activity change, negative = inhibition, hits mostly inhibitors. 5.4% of 310,000 active. Drosophila S2 Gal4-RORgamma UAS-luciferase reporter, 20 h. P51450. AID 2551; note: potency is the fitted concentration of half-maximal effect; % is set by controls: 0 for no effect and ±100 for the full control effect; nearly all actives have a fitted effect of over 60% in size
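In this cell-based reporter format, copper sulfate (700 uM final) drives Gal4–ROR gamma fusion expression from a metallothionein promoter in Drosophila Schneider cells; compounds preincubated 1 hr, reporter read after 20 hr at ambient temperature.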
ELG1 DNA repair – ELG1-dependent DNA repair inhibition; HEK293T ELG1-luciferase reporter, luminescence, 16 h; DNA damage induced by 5-fluorouridine; Potency, µM (highest dose often 46.1 µM), for the others: at the highest dose activity change, negative = inhibition, most hits filed as inhibitors; 2.3% of 330,000 active; note: potency is the fitted concentration of half-maximal effect; % is set by controls: 0 for no effect and ±100 for the full control effect; nearly all actives have a fitted effect of over 55% in size
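HEK293T cells expressing luciferase-tagged ELG1 (2,000/well) received 5-Fluorouridine plus compound or DMSO for 16 hr at 37 °C. Luciferase was read by ONE-Glo luminescence after 30 min at room temperature.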
MBNL1 CUG block – blocks human MBNL1 binding to CUG repeat RNA. TR-FRET MBNL1-His/biotin-(CUG)12 binding, 665/545 ratio. Potency, µM (series often up to 57.5 µM), without a hit: at the top dose activity change, negative = inhibition, hits mostly inhibitors. 0.036% of 280,000 active. AID 2675; active = well fitted inhibition curve with a large enough effect in the signal ratio, with a control signal flat, not every such curve was filed as active; inconclusive = small, poorly fitted or top-dose-only effect, or effect the other way, or a change in a side signal; inactive = no such curve, though single readings can be large or run the other way; the % refers to the signal ratio; note: potency is the fitted concentration of half-maximal effect; % is set by controls: 0 for no effect and ±100 for the full control effect
Target sequence (Q9NR56 whole entry, looked up): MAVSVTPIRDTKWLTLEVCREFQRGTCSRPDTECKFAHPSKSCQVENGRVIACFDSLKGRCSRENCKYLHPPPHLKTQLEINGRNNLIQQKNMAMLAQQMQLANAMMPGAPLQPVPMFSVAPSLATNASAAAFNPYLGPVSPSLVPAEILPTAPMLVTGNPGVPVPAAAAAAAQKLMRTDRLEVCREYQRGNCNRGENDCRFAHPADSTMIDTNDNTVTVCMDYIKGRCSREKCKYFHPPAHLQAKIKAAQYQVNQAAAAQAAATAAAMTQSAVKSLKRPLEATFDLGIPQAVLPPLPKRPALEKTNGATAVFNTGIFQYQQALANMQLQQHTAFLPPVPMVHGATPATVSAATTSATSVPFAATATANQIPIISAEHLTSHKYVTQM
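Compound titration spanned 92 nM–58 uM against the MBNL1-His/biotin-(CUG)12 complex. After 60 min at room temperature with 5 nM streptavidin-XL665 and 0.055 ng/ul terbium anti-His, ratiometric 665/545 nm emission (Ex 340 nm) normalized to controls.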
KCNH2 3.1 inh – KCNH2 3.1 (human) potassium channel inhibition; 0.95% of 340,000 active; U2OS KCNH2 3.1, thallium flux FluxOr; hits give low values; activity change, % (tested at about 1.8 µM);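 active = maximum activity change below -70%; inconclusive = maximum activity change from -70% to -50%; inactive = maximum activity change above -50%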;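 note: thallium influx rate constant from kinetic fluorescence after stimulation buffer; % is set by controls: 0 for no effect and ±100 for the full control effect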
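Measured as rate of thallium-driven FluxOr signal in transduced U2OS cells carrying the 3.1 channel, read kinetically for 2 min upon stimulation; values are rate constants scaled to DMSO control wells.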
* = called active by the depositor; u = inconclusive; x = not tested or not shown; & = joins results of further samples; [ ] = dose if it differs, or a comment. Unless noted, calls come from the whole dose curve; as a rule, active = well fitted curve in the direction sought with a large enough effect; inconclusive = small, poorly fitted or top-dose-only effect, or another doubt; inactive = no such curve, though single readings can be large; an effect the other way counts as inactive or inconclusive. Only part of the results is shown (hit frequency here may not be typical).

SMILES | Mito fusion yeast | VP16 counter | Menin MLL FP TR | NPC1 promoter act | PKM2 act | Rab9 promoter act | FLuc modulator | RORgamma inh | ELG1 DNA repair | MBNL1 CUG block | KCNH2 3.1 inh
CCCN1CCC(NC(=O)CCc2nnc(-c3ccccc3)o2)CC1 | -2% | 3% | -14% | -4% | 2% | -1% | 5% | 9% | 12% | -6% | x
CCN1CCN(C(=O)c2c(-c3c(F)cccc3Cl)noc2C)CC1 | -2% | 9% | 0% | 5% | -14% | 10% | -2% | -2% | u | -17% | -2
O=C(O)c1cc(S(=O)(=O)NCCN2CCNC2=O)ccc1O | -3% | -2% | x | 9% | -13% | 7% | 0% | -3% | -5% | -2% | -2
Cc1cnc(CNC(=O)CC2C(=O)NCCN2Cc2ccccc2F)cn1 (stereo not given) | -24% | u | x | 1% | 9% | -2% | 4% | -17% | -10% | -4% | 2
CCOc1ccc(NC(=S)NCC(c2cccnc2)N2CCOCC2)cc1 (stereo not given) | -10% | -7% | -7% | -4% | 1% | -8% | -1% | 7% | 6% | 5% | -4
COc1cc(NC(=O)C2=CC(c3ccc(C)cc3)=NS(=O)(=O)N2C)cc(OC)c1OC | -2% | -2% | 41%[activator] | -1% | -11% | -3% | -15% | u | 13µM* | u | -6
CCN(CC)C(=O)CSc1nc(O)cc(=O)n1CC | -1% | -3% | -10% | -1% | 8% | -1% | 1% | 0% | u | -3% | -8
Cc1cc(O)c(C(=O)/C=C/c2ccc(C(C)C)cc2)c(=O)o1 | -9% | u | u | u | x | 2.8µM* | 3.4µM* | u | u | 8% | 3
COc1cc(SC)ccc1C(=O)Nc1nccs1 | -1% | u | 2% | 0.89µM* | -6% | 0.56µM* | 0.6µM* | 7.9µM* | u | 5% | -1
O=c1c(CO)cc(CO)cc(CO)c1O | 1% | -1% | x | 2% | -1% | 1% | 0% | 17% | 0% | 17% | 4
CC1CCN(C(=O)CSc2ccc(-c3ccc4c(c3)OCCO4)nn2)CC1 | -7% | 0% | x | 2% | x | 14% | 11µM* | -3% | u | 1% | -4
CC(=O)Nc1ccc(S(=O)(=O)Nc2cccc3cccnc23)cc1 | -5% | u | 16%&17% | -2% | 27% | 7% | 2% | 10µM* | -6% | 22% | -41

Complete entries from above. Screens in order: Mito fusion yeast	VP16 counter	Menin MLL FP TR	NPC1 promoter act	PKM2 act	Rab9 promoter act	FLuc modulator	RORgamma inh	ELG1 DNA repair	MBNL1 CUG block	KCNH2 3.1 inh
Record of COc1cc(SC)ccc1C(=O)Nc1nccs1 → -1%	u	2%	0.89µM*	-6%	0.56µM*	0.6µM*	7.9µM*	u	5%	-1
Record of CC1CCN(C(=O)CSc2ccc(-c3ccc4c(c3)OCCO4)nn2)CC1 → -7%	0%	x	2%	x	14%	11µM*	-3%	u	1%	-4
Record of CCCN1CCC(NC(=O)CCc2nnc(-c3ccccc3)o2)CC1 → -2%	3%	-14%	-4%	2%	-1%	5%	9%	12%	-6%	x
Record of CCOc1ccc(NC(=S)NCC(c2cccnc2)N2CCOCC2)cc1 (stereo not given) → -10%	-7%	-7%	-4%	1%	-8%	-1%	7%	6%	5%	-4
Record of O=c1c(CO)cc(CO)cc(CO)c1O → 1%	-1%	x	2%	-1%	1%	0%	17%	0%	17%	4

(continued)
SMILES | Mito fusion yeast | VP16 counter | Menin MLL FP TR | NPC1 promoter act | PKM2 act | Rab9 promoter act | FLuc modulator | RORgamma inh | ELG1 DNA repair | MBNL1 CUG block | KCNH2 3.1 inh
c1cnc(-c2noc(CN3CCN(C4CCCC4)CC3)n2)cn1 | 5% | -12% | -17% | 1% | 9% | -1% | 1% | 23% | 2% | -3% | -11
O=C(CN(C(=O)CNS(=O)(=O)c1ccccc1)c1ccc(F)cc1)NCc1ccco1 | 0% | -19% | 0% | 3% | x | -1% | 2% | 10% | -5% | -3% | -12
CC1(O)c2ccccc2C(=O)N1Cc1ccccc1 (stereo not given) | -2% | -5% | 0% | -2% | -1% | 3% | 5% | 10% | u | -7% | 12
COc1ccc(/C=C2/SC(c3ccc(C)cc3)=NC2=O)cc1OC | -4% | -5% | u | 0% | 14% | -1% | u | -2% | -27% | 16% | 1
COCCOC(=O)C1=C(C)NC(=S)NC1c1cccs1 (stereo not given) | 3% | 5% | 3% | -1% | -2% | -1% | 1% | -26% | 4% | -10% | -76*
CC1CCN(S(=O)(=O)c2ccc(NC(=O)CSc3nnnn3C)cc2)CC1 | -7% | -11% | -2% | 1% | 0% | 2% | 6% | 29% | 16% | -4% | -5
CCOc1cc(C2C3=C(CCCC3=O)OC3=C2C(=O)CCC3)cc([N+](=O)[O-])c1O | -8% | 2%[10 µM] | -5% | -7% | 0% | -6% | -8% | -23% | 9% | u | 12
Cc1nc2ccccc2c2oc(C(=O)N3CCN(c4ccc([N+](=O)[O-])cc4)CC3)cc12 | 4% | -14% | 3% | -9% | x | -6% | 2% | -14% | u | 4% | -9
CS(=O)(=O)N1CCN(c2ncccn2)CC1 | -1% | 2% | 0% | 6% | -12% | 11% | 1% | -1% | u | 1% | 1
CC(=O)N(CC(=O)Nc1nn(-c2ccccc2)nc1C(N)=O)Cc1ccccc1 | 2% | 1% | -11% | -4% | -4% | 2% | -1% | 15% | -12% | -12% | -5
O=C(O)C1CCCN1C(=O)Nc1ccc(Cl)cc1 (stereo not given) | 2% | -6% | -1% | 1% | 2% | -3% | 6% | -30% | -6% | -18% | -37
Cc1cc(C)c2[nH]c(=O)c(CN(Cc3ccco3)C(=O)C3CCCO3)cc2c1 (stereo not given) | 2% | 0% | -5% | 4% | u | 4% | u | 18% | -8% | 1% | 7
CCN1CCN(CCNC(=O)c2ccc(/C=C3/Sc4ccccc4N(Cc4cccc(Cl)c4)C3=O)cc2)CC1 | -4% | u | u | -5% | -5% | -4% | -17% | -43% | u | 12% | u
COc1ccc2[nH]c(C)c(C(=O)CN(C)CC3OCCO3)c2c1 | 0% | 7% | x | u | -2% | 0% | -1% | -6% | -8% | -4% | u
COCCNC(=O)CN1C(=O)c2cccc3cccc1c23 | 2% | 4% | -3% | -8% | -2% | 4% | -11% | -19% | u | u | 1
Nc1nc(CSc2ccccn2)nc(Nc2ccccc2)n1 | -4% | 17% | 18% | 2.8µM* | -10% | 1.4µM* | 9.5µM* | -44% | u | -7% | -2
CCSc1sccc1C1C(C#N)=C(N)N(c2cccnc2)C2=C1C(=O)CC(C)(C)C2 (stereo not given) | 1% | -6% | -7% | 1% | 9% | -7% | -2% | -41% | 0% | 7% | 19
CCOc1cc(NS(=O)(=O)c2ccc(OC)cc2)c(OCC)cc1NC(C)=O | 0% | 1% | 10% | -6% | -5% | 0% | -1% | 9% | 2% | -8% | 3
CC(=O)c1ccc(S(=O)(=O)N2CCN(C(=O)c3ccc(COc4ccccc4)o3)CC2)cc1 | 7% | x | x | -4% | x | -6% | 3% | x | u | x | -13
CCOC(=O)NC(NC(=O)OCC)C(=O)c1ccc(F)cc1 | 3% | 0% | -4% | 0% | 0% | -6% | 1% | 12% | -13% | -4% | 15
O=C(c1ccccc1)c1ccccc1N1C(=O)C=CC1=O | -3% | 7.1µM* | x | -7% | u | -26% | u | 5µM* | u | 1% | 1
CC1CCCCC1NC(=O)CSc1ccc([N+](=O)[O-])cc1 (stereo not given) | 15% | -1% | x | -1% | 2% | 2% | -1% | 0% | -15% | u | 3
Clc1ccc(CNc2ccc(CNc3ncn[nH]3)cc2)c(Cl)c1 | 2% | 13µM* | x | 0% | -5% | 0% | -8% | u | u | 4% | 6
COc1cccc(C(=O)NC2CCN(CC(=O)Nc3nccs3)CC2)c1 | 0% | -4% | 12% | 3% | -1% | 0% | 5% | -20% | -10% | -4% | -6
Cc1c(C)c(C)c(S(=O)(=O)NCCc2ccccn2)c(C)c1C | -2% | 13% | x | 1% | -2% | 1% | 1% | -21% | -13% | 3% | 1

Bioassay records (PubChem)
